LYP inhibition = PTPN22 lymphoid phosphatase activity blockers – biochemical, fluorescence intensity, uHTS (AID 1779). inhibition, % at 11.5 µM, or IC50 in µM where a hit was titrated. actives 0.054% (n = 290,000). recombinant LYP phosphatase, fluorescence intensity; higher % means a stronger effect;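 note: plate controls were vehicle with enzyme for no effect and no enzyme for full effect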
Yfh1-depleted yeast = enhancers of respiration in Yfh1-depleted yeast, dose response, Friedreich's ataxia, plus single-dose screen (AID 1465) | actives 0.074% (n = 220,000) | S. cerevisiae Yfh1-off respiration, WST-1 reduction, 72 h; higher fold induction means a stronger effect | one-dose fold induction at 50 µM; EC50 in µM for titrated hits;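 active = fold induction of absorbance versus untreated yeast above a set limit, then at least 30% activation at any dose in follow-up; inconclusive = repeats straddling the limit, or above it without dose testing; inactive = fold induction below the set limit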;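 note: activators that raise dye reduction in frataxin-depleted yeast; strong numbers were not always called active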
TNAP activation fold = human TNAP enzyme activators, primary screen, biochemical, luminescent, no phosphate acceptor, uHTS (AID 1001) | purified TNAP, luminescent activation assay, no phosphate acceptor; higher activation fold means a stronger effect | actives 0.03% (n = 200,000) | activation fold at 20 µM, or EC50 in µM where a hit was titrated; in the data active = activation fold from about 3, or a potency from the dose series; inactive = the rest, 99 in 100 with activation fold below about 1.6; note: many of its hits are not listed in these tables
human PMI inhibitors = human PMI inhibitors, high substrate, primary screen, biochemical, fluorescence intensity, high mannose 6-phosphate (AID 1220) | recombinant PMI enzyme, coupled fluorescence intensity; higher % means a stronger effect | inhibition, % at 20 µM, or IC50 in µM where a hit was titrated | actives 0.66% (n = 190,000)
PMI inhibitors = inhibitors of human PMI, primary screen, biochemical, fluorescence intensity, coupled assay (AID 1209); purified PMI enzyme, coupled fluorescence intensity; higher % means a stronger effect; one-dose inhibition, % at 20 µM; IC50 in µM for titrated hits; actives 0.42% (n = 190,000);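 note: plate controls were DMSO vehicle for no effect and wells lacking substrate for full effect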
M17LAP inhibition = P. falciparum M17LAP inhibitors, primary screen, biochemical, fluorogenic H-Leu-NHMec substrate, 1536-well (AID 1619). recombinant M17LAP, H-Leu-NHMec fluorogenic kinetic assay; higher % means a stronger effect. inhibition, % at 30 µM, or IC50 in µM where a hit was titrated. actives 0.38% (n = 220,000);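 active = compound inhibiting the enzyme by more than half at any dose during confirmatory dose-response retesting; inconclusive = strong single-dose inhibitors picked by rank but not retested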;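 note: plate controls were full reaction with DMSO carrier for no effect and no enzyme background for full effect; strong numbers were not always called active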
WT yeast gro inh = growth inhibition of WT yeast, mitochondrial fusion screen; mitochondrial fusion phenotypic screen, WT strain; inhibition, % at 10 µM; actives 2.1% (n = 190,000); in the data active = inhibition above about 58%; tested in S. cerevisiae
P. falciparum M1AAP = malaria alanyl aminopeptidase activity blockers – biochemical, fluorogenic H-Leu-NHMec substrate, 1536-well (AID 1445) | recombinant M1AAP, H-Leu-NHMec fluorogenic kinetic assay; higher % means a stronger effect | inhibition, % at 30 µM, or IC50 in µM where a hit was titrated | actives 0.42% (n = 220,000);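 active = primary inhibition above the hit cutoff, then over 50% inhibition at one or more dose response concentrations, cut at about 23% in these data, passing the limit was not always enough; inconclusive = conflicting primary data, or primary hits not chosen for dose response; inactive = low primary inhibition, or under 50% at every dose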;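 note: plate controls were DMSO full reaction for no effect and no enzyme background for full effect; strong numbers were not always called active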
XIAP antagonists = small molecules displacing peptide from XIAP – biochemical, IAP family, fluorescence polarization (AID 1018); actives 0.007% (n = 200,000); displacement, % at 20 µM, or IC50 in µM where a hit was titrated; XIAP BIR domain, fluorescence polarization peptide displacement; higher % means a stronger effect; in the data active = displacement above about 50%; note: a part of the inactive calls stands beside numbers as strong as those of hits
WT yeast gro inh mutant strain = further read-out of WT yeast gro inh, marked with its call; inhibition, %; mitochondrial fusion phenotypic screen, mutant strain inhibition
An asterisk follows results filed as active; i = inactive; ? = inconclusive; nt = no result given. Cut-off read from the data, not from the text of the source, unless noted: active = inhibition above about 50%; inactive = the rest.

No.	mol	LYP inhibition	Yfh1-depleted yeast	TNAP activation fold	human PMI inhibitors	PMI inhibitors	M17LAP inhibition	WT yeast gro inh	WT yeast gro inh mutant strain	P. falciparum M1AAP	XIAP antagonists
1	COc1ccc(CCN2CN(S(=O)(=O)c3ccc(C)cc3)c3nc4ccccc4nc32)cc1OC	-2%	i	1.1	7%	13%	-6%	-3	-14	4%	-3.0%
2	COc1ccc(NC(C)=O)cc1NC(=O)CN1CCN(c2ccccn2)CC1	-1%	nt	1.1	-52%	-32%	-2%	-14	-10	7%	-6.6%
3	CCOc1c(Nc2ccccc2O)c(=O)c1=O	-5%	i	nt	nt	nt	3%	nt	nt	6%	nt
4	COCCCNS(=O)(=O)c1ccc(Cl)c(C(F)(F)F)c1	-2%	i	1	4%	-13%	3%	-20	-57	5%	-2.5%
5	Cc1ccccc1N1CCN(C(=O)C2CCCCC2)CC1	-4%	i	1.1	-2%	3%	-3%	9	7	4%	2.1%
6	Nc1n[nH]c(N)c1N=Nc1ccc2c(c1)OCO2	1%	i	1.1	12%	5%	-3%	28	-7	5%	-7.9%
7	Cc1oc2c(CN3CCCC3)c(O)ccc2c(=O)c1-c1ccc(Br)cc1	3%	i	1	10%	7%	-124%	2	11	18%	-1.3%
8	COc1cccc(C(=O)NC(=S)Nc2nnn(C)n2)c1	-7%	i	1	2%	23%	-9%	6	11	3%	-6.0%
9	CN(CCOC(=O)c1ccco1)Cc1ccccc1	-12%	i	1.1	-5%	2%	2%	-9	4	6%	-6.9%
10	Cc1ccc(CNC(=O)CNC(=S)N(Cc2ccccc2)Cc2ccccc2F)cc1	6%	i	1.3	15%	15%	-5%	74*	31*	0%	-5.1%
11	Cc1nc2cc(NC(=O)COc3ccc(C#N)cc3)ccc2n1-c1ccccc1	2%	i	1.1	3%	-1%	-2%	-28	-12	10%	-6.0%
12	Cc1ccc(C2NC(=S)NC3=C2N2CCC3CC2)cc1 (stereo not given)	-8%	i	1	-3%	1%	8%	-1	3	-4%	-11%
13	Cc1cc(-c2csc(N)n2)c(C)n1C	-12%	i	0.8	-82%	-58%	6%	-2	-1	-5%	-3.9%
14	CC(=O)Nc1cccc(OCC(=O)Nc2ccc(F)cc2)c1	-10%	nt	1.1	5%	7%	4%	11	3	-8%	-0.7%
15	C=CCN1C=CC(=C/C=C(/C#N)C(=O)OCC)C=C1	-6%	?	0.7	32%	17%	73µM*	-16	-5	19%	-4.6%
16	O=C(Nc1cccc2ccccc12)c1ccccc1NS(=O)(=O)c1cccc2cccnc12	-3%	i	0.9	-6%	6%	3%	-16	-6	?	-6.8%
17	CC(c1ccccc1)n1c(NCCCn2ccnc2)nc2c1c(=O)[nH]c(=O)n2C (stereo not given)	-12%	i	1.1	-12%	-6%	-2%	-11	6	-2%	-0.7%
18	c1ccc2c(-n3cnnn3)cccc2c1	0%	i	1	1%	-5%	5%	-8	-3	-7%	-4.8%
19	Cc1ccc(S(=O)(=O)N2CCC(C(N)=O)CC2)c(C)c1C	-8%	i	1.1	-9%	0%	9%	-4	2	2%	-3.1%
20	COC(=O)[C@@H]1C[C@H]2CC[C@H](O)C[C@H]2N1Cc1ccc(C)s1	-6%	i	nt	nt	nt	-5%	nt	nt	3%	nt
21	COc1ccccc1N1C[C@@H]2C[C@@H](c3ccco3)N3CCC[C@@]23C1=O	-8%	i	1.1	5%	6%	-4%	6	14	0%	-0.1%
22	Cc1ccc(C(=O)NC(=S)Nc2ccc(-c3cc4ccccc4oc3=O)cc2)c(C)c1	-5%	i	1	-5%	-11%	8%	5	20	2%	-1.9%
23	Cc1ccccc1OCC(=O)N/N=C1\CCOc2c(C)cccc21	-6%	i	1.1	3%	3%	-6%	-47	-7	1%	-2.1%
24	CCCOc1ccc(N2CC(C(=O)NC3=NCCS3)CC2=O)cc1 (stereo not given)	-1%	nt	1.1	-2%	-6%	-2%	-6	-9	3%	-9.3%
25	CC(/C=C1\SC(=S)N(c2ccc(C(=O)O)cc2)C1=O)=C\c1ccccc1	-4%	i	nt	nt	nt	10%	nt	nt	6%	nt
26	CC1=NNC(=O)C1CC(=O)N/N=C(\C)c1ccco1 (stereo not given)	4%	i	1.1	4%	-4%	12µM*	-6	-3	8%	-10%
27	CC1=[N+](C)c2ccc3ccccc3c2C1(C)C	-10%	i	2.4	25%	nt	-3%	79*	47*	3%	-4.1%
28	Cc1cc(O)ccc1N/C=C1\CCCC1=O	-8%	i	1	54%*	24%	24%	15	1	6%	-1.1%
29	Cc1c(N=Cc2cccs2)c(=O)n(-c2ccccc2)n1C	2%	i	1.1	3%	6%	22%	-15	1	13%	-5.1%
30	CCn1c(=O)c([N+](=O)[O-])c(NCCc2ccc(OC)c(OC)c2)c2ccccc21	-4%	i	1	15%	25%	21%	-7	5	6%	-2.9%
31	C#CC(CC)(CC)NC(=O)/C=C/C(=O)O	-6%	i	nt	nt	nt	4%	nt	nt	-5%	nt
32	O=C(O)CCCC(=O)Nc1ccccc1C(=O)O	-3%	i	1.1	-5%	-2%	11%	30	-7	6%	-3.4%
33	Cc1cc(C)c(C(=O)COc2cccnc2[N+](=O)[O-])cc1C	-9%	i	0.9	24%	36%	-17%	12	9	3%	-5.7%
34	COc1ccc(-c2[nH]ncc2CN2CCC(C(=O)c3ccc(F)cc3)CC2)cc1	-6%	i	nt	nt	nt	-1%	nt	nt	8%	nt
35	Cc1nnc(NC(=O)CSc2ccc3nnc(-c4ccccn4)n3n2)s1	-6%	i	1.1	-6%	-11%	-10%	9	9	0%	-6.9%
36	CCN(CC)C(=O)CSc1nc(N)c(-c2ccccc2)c(=O)[nH]1	-4%	i	1	4%	2%	4%	-3	-1	5%	-2.6%
37	Cc1cc(C)c2c(N)c(C(=O)N/N=C/c3ccccc3)sc2n1	-3%	i	nt	nt	nt	5%	nt	nt	8%	nt
38	COc1ccc2c(c1)Cc1sc(NC(=O)c3ccco3)nc1-2	-2%	i	1.1	46%	10%	5%	12	-3	11%	-3.6%
39	CCOC(=O)c1c(C)nc2ccccc2c1-c1ccccc1	-9%	nt	1.2	2%	15%	9%	-6	-1	1%	-5.9%
40	C/C(CC(=O)Nc1cccc(Cl)c1C)=N\NC(=O)C(=O)NCC(C)C	-4%	i	1	11%	3%	1%	-7	-4	0%	-78%
41	COC(=O)c1cc(S(=O)(=O)N(C)C2CCCCC2)oc1C	-6%	i	nt	nt	nt	-1%	nt	nt	1%	nt
42	Cc1cc(F)ccc1NC(=O)C(C)n1c2ccccc2c2nc(=O)cc(C)n21 (stereo not given)	-3%	i	nt	nt	nt	-9%	nt	nt	0%	nt
43	CN(C(=O)CSc1nc2c(c(=O)[nH]1)CCC2)c1ccccc1	-8%	i	1.1	7%	7%	4%	8	4	3%	-6.7%
44	Brc1cc2c(cc1/C=N/Nc1nc(N3CCCCC3)nc(N3CCCCC3)n1)OCO2	11%	i	1	2%	2%	2%	27	5	4%	-4.8%
45	Nc1ccc2nc(Cc3ccccc3)[nH]c2c1	-11%	i	nt	nt	nt	-5%	nt	nt	9%	nt
46	Nn1c(-c2ccccc2)nc2ccccc2c1=O	3%	i	1	-5%	-5%	-7%	-8	-12	5%	-6.7%
47	Cc1nc(SCC(=O)Nc2ccc3c(c2)OCCO3)c2oc3ccccc3c2n1	-2%	i	1.1	0%	4%	4%	13	17	-2%	-3.6%
48	CC(=O)Nc1ccc(S(=O)(=O)NCCSCc2c(Cl)cccc2Cl)cc1	-3%	i	1.1	11%	10%	-1%	-10	2	10%	0.3%
49	COc1ccc(S(=O)(=O)/N=C2/NC(=O)/C(=C/c3ccco3)S2)cc1	4%	i	1	-2%	-11%	124µM*	0	-20	100µM*	-20%
50	COc1ccc(-c2nc3ccccc3c(=O)n2NC(=S)N(C)C)cc1	8%	i	1.3	37%	57%*	5%	-5	2	5%	-1.5%
51	COc1ccccc1-n1cnc2cc(NCc3ccco3)ccc21	-8%	i	1	30%	20%	11%	30	11	-6%	0.4%
52	CCOC(=O)c1ccccc1NC(=O)CSc1nnc(Cc2cccn2C)n1-c1ccc(F)cc1	-2%	i	1.1	17%	17%	0%	1	-52	12%	-20%
53	CCOC(=O)C(NC(=O)Nc1ccc(F)cc1F)(Oc1ccccc1)C(F)(F)F (stereo not given)	-4%	i	1	-12%	-24%	-4%	-14	6	7%	-3.9%
54	CCCn1c(SCC(=O)NC(=O)NCc2ccco2)n[nH]c1=O	-2%	i	0.9	-28%	-11%	-2%	0	-1	3%	1.5%
55	Cc1cc(NC(=O)C2C3C(=O)N(CCC(C)C)C(C(=O)NCc4ccccc4)C34C=CC2(C)O4)no1 (stereo not given)	3%	i	1	9%	0%	8%	-6	-9	-1%	-3.3%
56	Cc1nc(NC(=O)COC(=O)c2cc3c(s2)CCC(C)C3)c(Cl)cc1Cl (stereo not given)	0%	i	1.1	0%	6%	13%	18	-12	-3%	0.6%
57	CN(C(=O)c1ccc2c(=O)n3c(nc2c1)CCCCC3)c1ccccc1Cl	-7%	i	nt	nt	nt	1%	nt	nt	3%	nt
58	CCc1ccc2oc(-c3cc(N=Cc4cccc(OC)c4O)ccc3O)nc2c1	4%	i	1.6	-1%	0%	8%	64	69	2%	-7.2%
59	CCSc1nc(C)cc(Oc2ccc(=O)n(C)n2)n1	-5%	i	1	-6%	0%	-7%	-45	-12	1%	-5.4%
60	CCN(CC)CCn1c(NCc2cccc(OC)c2OC)nc2ccccc21	-4%	i	1	8%	7%	-9%	-4	-4	8%	-5.2%
61	CC(C)c1ccc(/C=C/C(=O)NCCC2=CCCCC2)cc1	6%	i	1	13%	17%	29%	19	5	-4%	-5.4%
62	CCn1c(C(C)NC(=O)c2ccccc2C)n[nH]c1=S (stereo not given)	-4%	i	1.1	0%	0%	2%	8	13	5%	3.1%
